Screening data: PubChem, Broad Institute
RAD52 anneal inh = inhibitors of human RAD52 DNA annealing; P43351; recombinant RAD52 DNA annealing, FRET fluorescence; inhibition, % at 18.7 µM; actives 0.46% (n = 360,000); AID 651710;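 active = every replicate showing at least 50% inhibition; inconclusive = mean inhibition at least 50% but not in every replicate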
Xi reactivation = X-chromosome reactivation activator; XiGFP mouse fibroblasts, % GFP-positive cells imaging, 3 d; cells co-treated with 5-aza-dC sensitizer; scaled so ellipticine positive control = 100%; activation, % at 7.58 µM; actives 0.055% (n = 360,000); AID 743238;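 active = mean normalized replicate activation at least 10% and every replicate at or above 10%; inconclusive = only one of the two criteria met; inactive = mean below 10% and not all replicates reach 10%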;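 note: 0% = median of on-plate neutral control wells and 100% = ellipticine 6 µM median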
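Material: SV40-immortalized XiGFP fibroblast cells, line 68-5-11 | Buffer or medium: DMEM containing 5-aza-dC | Dosing: One concentration, pinned | Times: 3 d treatment, 15 min room-temperature fixation | Controls: Ellipticine 6 µM positive control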
CFTR F508del cor = correctors of CFTR F508del function in bronchial epithelial cells; AID 720511; activity (quench increase), % at 7.58 µM; actives 0.36% (n = 350,000); CFBE cells, YFP halide quenching; stimulated with forskolin plus potentiator P3; % fluorescence drop versus neutral controls;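 active = mean added fluorescence quench of at least 8% versus neutral control, with both replicates also reaching 8%; inconclusive = only one of the mean or replicate conditions met; inactive = mean below 8% and not both replicates reaching 8%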;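 note: cells transiently co-express mutant CFTR-F508del with the halide-sensitive YFP; corrector assay measuring rescue of mutant channel to the surface after 24 h compound exposure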
CASP6 VEID inh = inhibitors of human caspase-6 | AID 686996 | inhibition, % at 12.5 µM | actives 0.53% (n = 350,000) | P55212 | purified caspase-6, Z-VEID-R110 cleavage fluorescence;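 active = mean inhibition across replicates at least about 35%, with every replicate also reaching that limit, limit read from the data; inconclusive = only one of the two criteria met; inactive = neither criterion met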;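 note: 0% = median of neutral control wells and 100% = no fluorescence left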
Target sequence (P55212 24-179 limits assumed): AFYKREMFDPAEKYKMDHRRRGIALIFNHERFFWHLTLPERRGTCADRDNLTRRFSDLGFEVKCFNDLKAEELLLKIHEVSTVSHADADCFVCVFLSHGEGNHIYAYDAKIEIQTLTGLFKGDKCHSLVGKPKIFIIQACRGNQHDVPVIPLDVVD
Target sequence (P55212 194-293 limits assumed): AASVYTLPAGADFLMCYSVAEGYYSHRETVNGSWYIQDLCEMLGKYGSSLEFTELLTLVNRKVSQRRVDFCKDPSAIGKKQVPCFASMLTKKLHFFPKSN
RAD54 inh = inhibitors of human RAD54 branch migration; Q92698; RAD54 Holliday junction branch migration, FAM/BHQ fluorescence; inhibition, % at 10.4 µM; actives 0.14% (n = 360,000);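 active = mean normalized replicate activity at least 40 and at least half of replicates scoring 40 or more; inconclusive = only one of the two criteria met; inactive = mean below 40 and under half of replicates reaching 40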;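 note: 0% = median of neutral control wells and 100% = median of positive control wells; inhibitors cause a drop in the FAM fluorescence signal; in these data hits start at about 50%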
Target sequence (Q92698 whole entry, looked up): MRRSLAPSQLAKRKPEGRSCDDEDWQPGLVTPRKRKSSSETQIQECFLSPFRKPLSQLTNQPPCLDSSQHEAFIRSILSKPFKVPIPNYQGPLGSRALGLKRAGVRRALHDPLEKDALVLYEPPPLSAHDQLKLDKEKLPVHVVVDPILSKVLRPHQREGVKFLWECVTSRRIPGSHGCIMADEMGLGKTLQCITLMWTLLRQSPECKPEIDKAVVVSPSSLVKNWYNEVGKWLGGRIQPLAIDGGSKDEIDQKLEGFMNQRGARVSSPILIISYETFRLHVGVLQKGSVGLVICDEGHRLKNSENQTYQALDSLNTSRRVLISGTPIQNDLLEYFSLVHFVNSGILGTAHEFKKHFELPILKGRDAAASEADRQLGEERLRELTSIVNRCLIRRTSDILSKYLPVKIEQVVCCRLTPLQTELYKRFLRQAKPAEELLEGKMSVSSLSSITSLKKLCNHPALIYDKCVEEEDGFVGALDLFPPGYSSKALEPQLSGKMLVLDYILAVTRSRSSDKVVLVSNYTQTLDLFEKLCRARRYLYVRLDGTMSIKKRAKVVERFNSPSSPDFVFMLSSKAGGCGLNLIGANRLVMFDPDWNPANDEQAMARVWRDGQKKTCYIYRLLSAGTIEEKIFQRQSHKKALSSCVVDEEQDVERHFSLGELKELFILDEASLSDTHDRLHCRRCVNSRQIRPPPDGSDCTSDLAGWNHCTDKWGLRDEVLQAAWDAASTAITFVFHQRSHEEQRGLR
E-selectin induc = induces E-selectin expression in human endothelial cells. activation, % at 7.58 µM. HUVEC E-selectin immunofluorescence imaging; normalized: neutral wells 0, TNF-alpha wells 100. actives 0.37% (n = 260,000). P16581. AID 686992;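 active = mean E-selectin-positive cell signal at least 10% of the positive control, reached in at least 60% of replicates, without over 20% cell loss; inconclusive = no rule given, readout overlaps actives, possibly toxicity-flagged; inactive = the rest, including those meeting only one limit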;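 note: in these data hits start at about 27%; measured in HUVEC primary endothelial cells; signal is the percent of cells scored E-selectin positive by PE staining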
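System: HUVEC, human umbilical vein endothelial cells; quantity: 3,000 cells/well; buffer or medium: EGM-2 medium, gelatin-coated wells; dosing: single-point compound dose; detection: immunofluorescence imaging; evaluation: % PE-positive cells; benchmarks: TNF-alpha, DMSO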
DENV2 CPE rescue = protects cells from dengue virus 2 cytopathic effect; DENV2-infected cells, cytopathic effect rescue, plate reader; CPE inhibition, % at 9.99 µM; actives 1.7% (n = 350,000); in the data active = CPE inhibition above about 20%, passing the limit was not always enough; inconclusive = no clear call, values can overlap the other calls; tested in BHK-21 cells;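 note: 0% = median of neutral control wells and 100% = median of positive control wells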
GSIS activator = GLuc luminescence reporter in INS-1E cells, primary screen for activators of glucose-dependent secretion of insulin; activation, % at 16.6 µM; actives 0.61% (n = 370,000); INS-1E GLuc reporter insulin secretion, 2-3 h; AID 743287;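 active = lowest replicate activation of at least 40%, so every replicate reaches that level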;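 note: 0% = median of neutral control wells and 100% = median of IBMX positive control wells; some compounds called inactive have numbers as strong as hits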
* hit, by the source's call; i = inactive; ? = inconclusive; / = no result given; & = joins results of further samples. Compounds as they come, and some 3.7% of all compounds hit somewhere here.

SMILES | RAD52 anneal inh | Xi reactivation | CFTR F508del cor | CASP6 VEID inh | RAD54 inh | E-selectin induc | DENV2 CPE rescue | GSIS activator
Cc1noc(C)c1NC(=O)N(C)C[C@@H]1OCCCC[C@@H](C)Oc2ccc(NS(=O)(=O)c3cccs3)cc2C(=O)N([C@@H](C)CO)C[C@H]1C | -15 | 8.9 | 1.0 | -3 | -2 | 1.1 | -12 | -5
C[C@H](CO)N1C[C@H](C)[C@@H](CN(C)CC2CCCCC2)OCCCC[C@H](C)Oc2ccc(NS(=O)(=O)c3cn(C)cn3)cc2C1=O | 13 | -0.8 | -2.4 | 0 | -13 | 0.0 | 8 | 5
NS(=O)(=O)c1ccc(NC(=S)NCCc2ccccc2)cc1 | 3 | -0.3 | 0.5 | 4 | / | 0.2 | 0 | 0
CC(C)C#Cc1cnc2c(c1)C(=O)N([C@H](C)CO)C[C@H](C)[C@@H](CN(C)C(=O)c1ccccn1)O2 | 2 | -0.1 | -0.1 | -1 | -2 | 0.1 | 12 | 17
CCCNC(=O)N1CC2(CCN(S(C)(=O)=O)CC2)c2c(n(C)c3cc(OC)ccc23)[C@H]1CO | 6 | 0.0 | 2.0 | 0 | / | 0.9 | 17 | 0
CC(=O)c1ccc(S(=O)(=O)N2CCC(c3nc4ccccc4[nH]3)CC2)cc1 | -5 | 0.0 | -1.2 | / | 19 | / | 1 | -9
COc1ccc(OCCCC(=O)Nc2nc(-c3ccccn3)cs2)cc1 | -22 | 0.0 | 3.9 | 1 | 5 | -0.1 | / | 5
Fc1ccccc1CN1[C@@H]2CNC[C@H]1C2c1ccc(-c2ccncc2)cc1 (some centres undefined) | 7 | 0.1 | 0.4 | -57 | / | 0.1 | 1 | 4
Cc1nc(-c2ccc(Cl)cc2)sc1C(=O)CBr | -16 | 0.1 | -0.2 | -4 | / | / | -3 | 5
COc1ccc2c3c([nH]c2c1)[C@@H](CO)N(C(=O)CN(C)C)CC31CN(C(=O)c2ccncc2)C1 | 32 | 0.1 | 3.5 | / | / | -0.4 | 2 | 1
Cc1csc(NC(=O)c2ccc(Cn3nc(C)c(Br)c3C)o2)n1 | -38 | 0.1 | 3.2 | 0 | 0 | / | 2 | -38
COc1ccccc1CNC(=O)C1CCN(C(=O)c2sccc2-n2cccc2)CC1 | -12 | 0.0 | 0.2 | -3 | 3 | / | 7 | -13
C[C@H]1CCCCO[C@H](CN(C)S(=O)(=O)c2ccc(F)cc2)[C@@H](C)CN([C@@H](C)CO)C(=O)c2cc(NC(=O)Nc3cccc4ccccc34)ccc2O1 | -25 | 0.3 | -2.3 | -5 | 1 | 1.4 | 0 | 5
COc1ccc(/C(=N\O)c2nccc3cc(OC)c(OC)cc23)cc1OC | -14 | -0.1 | 2.1 | 6 | -7 | / | -2 | 4
O=C(C[C@H]1C[C@H]2c3cc(NC(=O)NC4CCCC4)ccc3O[C@H]2[C@H](CO)O1)NCc1ccc2c(c1)OCO2 | -1 | 0.0 | 1.3 | 0 | 0 | 0.4 | -4 | -4
COc1cc2[nH]c(=S)n(C3CCN(Cc4ccccc4)CC3)c(=O)c2cc1OC | 19 | 0.0 | 1.8 | -2 | 7 | 1.0 | 0 | /
C[C@@H]1CCCCO[C@H](CN(C)C(=O)Nc2ccc(F)cc2)[C@H](C)CN([C@H](C)CO)C(=O)c2cc(N(C)C)ccc2O1 | 20 | -1.1 | -2.9 | 0 | 3 | -0.2 | -6 | -10
CCOc1ccc(OCCC(=O)N(CC)CC(=O)Nc2c(F)cccc2F)cc1 | -2 | 0.2 | -2.2 | -1 | -3 | / | 15 | -4
COc1ccc(C(=O)Oc2ccc(Br)cc2C(=S)N2CCOCC2)cc1 | -6 | 0.4 | -1.2 | -4 | -4 | / | 1 | -5
CCCCNc1c(-c2ccc(-c3cccc(Cl)c3)cc2)nc2ccccn12 | -16&-14 | 0.0&0.2 | 4.2&2.4 | -3&-1 | -6 | -0.2&0.7 | 11&-4 | -1&20
Cn1c(CN2CCCC2)nc2cc(NC(=O)c3ccco3)ccc21 | -10 | / | / | -6 | -8 | / | / | 12
CN1C(=S)SC(/[N+]([O-])=C\c2ccccc2F)C1(C)C (centres undefined) | 5 | 0.0 | 2.4 | -5 | / | 3.5 | 1 | -7
COc1ccccc1-c1cc2nc(NCCc3ccncc3)ccn2n1 | -26 | -0.1 | 1.3 | -3 | 10 | / | 6 | /
O=C(Nc1ccccc1Oc1cccnc1)C1CCCN(Cc2ccc(F)cc2)C1 (centres undefined) | 7 | -0.1 | 0.3 | -2 | 2 | -0.5 | 5 | -5
C[C@@H]1CN([C@@H](C)CO)C(=O)c2c(c3ccccc3n2C)-c2ccccc2CO[C@@H]1CN(C)C(=O)Nc1ccnc(N2CCOCC2)c1 | 12 | 0.0 | 0.8 | -1 | / | 2.9 | ? | -6
CC1CC(C)CN(S(=O)(=O)N2CCC(C(=O)NCc3ccco3)CC2)C1 (centres undefined) | -5 | 0.2 | 0.0 | 0 | / | / | -1 | 22
CC=Cc1ccc2n(c1=O)C[C@@H]1[C@@H](CO)[C@H](C(=O)N3CCN(C)CC3)N(Cc3ccccc3OC)[C@H]21 (mixture of isomers) | -12 | 0.3 | 1.1 | 1 | -1 | -0.2 | -3 | 23
COCC(=O)N1[C@H](CO)[C@@H](c2ccccc2)C12CN(C(=O)Cc1ccccn1)C2 | i | 0.0 | 2.2 | 2 | / | 0.1 | 1 | 34
CO[C@H]1CN(C)C(=O)c2cc(NC(=O)Nc3c(C)noc3C)ccc2OC[C@@H](C)NC[C@H]1C | 8 | 0.0 | 3.1 | 0 | 9 | 0.1 | ? | 5
CC(C)(C)S(=O)(=O)N1C[C@H]2C(=CC[C@@H]3C(=O)N(c4ccccc4)C(=O)[C@@H]32)[C@H]1CCO | -2 | 0.1 | 0.2 | 4 | -21 | 0.0 | 2 | -4
CC(C)C#Cc1cnc2c(c1)C(=O)N([C@H](C)CO)C[C@H](C)[C@@H](CN(C)C(=O)Nc1ccccc1)O2 | 0 | -1.3 | -1.0 | -1 | 10 | 0.0 | -6 | 0
O=C(NCC1CCN(S(=O)(=O)c2ccccc2)CC1)Nc1ccc(F)cc1 | -18 | -0.2 | -2.8 | -6 | / | / | -5 | -23
COc1ccc2c3c([nH]c2c1)[C@H](CO)N(C(C)=O)CC31CN(Cc2cc(-c3ccccc3)on2)C1 | -15 | 0.1 | -1.0 | 3 | / | -0.2 | 4 | 4
O=C(NCc1ccccc1)[C@@H]1CCCN1C(=O)[C@H]1CCCN1C(=O)c1cccs1 | -4 | 0.1 | 0.3 | -4 | / | 0.0 | 4 | /
Cc1cc(C)n(CCN(C)Cc2nc(Cc3ccccc3F)no2)n1 | -9 | 0.0 | -0.6 | -3 | / | / | 3 | 5
Cc1ccc(C(=O)Nc2ccc3c(c2)OCCO3)o1 | -14 | / | -1.9 | -2 | -5 | / | -2 | 9
CCCCNc1cc(C)oc(=O)c1C(C)=O | -3 | / | / | -1 | -5 | / | / | 19
CCO[C@@H]1OC(C(=O)Nc2ccccc2)=C[C@H](c2csc3ccccc23)[C@H]1CCCO | -9 | 0.1 | -1.5 | 1 | -3 | -0.2 | ? | -39
S=c1nc(-c2cc(Cl)ccc2Cl)[nH][nH]1 | -21 | 0.1 | 0.9 | / | -3 | 0.0 | / | -6
CC(=O)Nc1ccc(NC(=O)C(C)OC(=O)C23CC4CC(CC(Cl)(C4)C2)C3)cc1 (centres undefined) | -17 | 3.2 | -2.3 | -2 | 1 | -0.1 | -5 | -20
CC1CC(NC(=O)CC#N)CC(C)(C)C1 (centres undefined) | -10 | -0.1 | 0.3 | 1 | / | / | 0 | -11
O=C(NCc1ccc2[nH]c3c(c2c1)CCCC3)c1ccc(S(=O)(=O)N2CCCC2)cc1 | -37 | -0.1 | -4.7 | 1 | 3 | 0.4 | -8 | /
CCOC(=O)c1sc2nc(C)[nH]c(=O)c2c1C | 0 | 0.6 | 0.4 | 0 | / | -0.1 | -2 | 50*
COc1ccccc1C(=O)N(C)c1nnc(-c2ccccc2)s1 | 3 | 0.0 | -0.1 | 0 | -7 | / | -2 | /
CC(Oc1ccccc1)C(=O)N=C1SC2CS(=O)(=O)CC2N1c1ccccc1 (centres undefined) | -16 | 0.0 | -1.9 | -1 | -8 | / | -2 | 8
CC(NS(=O)(=O)c1ccccc1Cl)C1CC2CCC1C2 (centres undefined) | -5 | 0.0 | -3.2 | 1 | 2 | / | 3 | -43

Among those listed so far, these have an NH in an aromatic ring.
SMILES | RAD52 anneal inh | Xi reactivation | CFTR F508del cor | CASP6 VEID inh | RAD54 inh | E-selectin induc | DENV2 CPE rescue | GSIS activator
CC(=O)c1ccc(S(=O)(=O)N2CCC(c3nc4ccccc4[nH]3)CC2)cc1 | -5 | 0.0 | -1.2 | / | 19 | / | 1 | -9
COc1ccc2c3c([nH]c2c1)[C@@H](CO)N(C(=O)CN(C)C)CC31CN(C(=O)c2ccncc2)C1 | 32 | 0.1 | 3.5 | / | / | -0.4 | 2 | 1
COc1cc2[nH]c(=S)n(C3CCN(Cc4ccccc4)CC3)c(=O)c2cc1OC | 19 | 0.0 | 1.8 | -2 | 7 | 1.0 | 0 | /
COc1ccc2c3c([nH]c2c1)[C@H](CO)N(C(C)=O)CC31CN(Cc2cc(-c3ccccc3)on2)C1 | -15 | 0.1 | -1.0 | 3 | / | -0.2 | 4 | 4
S=c1nc(-c2cc(Cl)ccc2Cl)[nH][nH]1 | -21 | 0.1 | 0.9 | / | -3 | 0.0 | / | -6
O=C(NCc1ccc2[nH]c3c(c2c1)CCCC3)c1ccc(S(=O)(=O)N2CCCC2)cc1 | -37 | -0.1 | -4.7 | 1 | 3 | 0.4 | -8 | /
CCOC(=O)c1sc2nc(C)[nH]c(=O)c2c1C | 0 | 0.6 | 0.4 | 0 | / | -0.1 | -2 | 50*
